NALP3 yeast inh – NALP3 inhibition in yeast. Yeast reconstituted NLRP3/ASC/caspase-1, beta-gal luminescence, 24 h. inhibition, % at 10 µM. actives 0.39% (n = 330,000). AID 2825;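 active = inhibition of 50% or more; inactive = inhibition below 50%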;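 note: plate controls were induced DMSO wells for no effect and uninduced yeast grown without galactose for full effect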
MIN6 prolif – induces beta-cell replication in MIN6 cells; MIN6 cells proliferation, ATPlite luminescence, 48 h; cells starved in 0.2% serum; 100% = growth in 10% serum; proliferation, % at 10 µM; actives 0.29% (n = 330,000);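 active = compounds whose signal lies at least 3.5 SD above the mean of all wells on their plate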;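 note: 0% = DMSO-treated cells in low-serum medium and 100% = 10% serum control; some compounds called inactive have numbers as strong as hits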
mIAP activ – mouse IAP activation. muIAP, CDP-Star luminescence, 30 min; stronger effect = higher value; 1 = vehicle-only enzyme signal, 0 = enzyme-free wells. activation factor at 10 µM. actives 0.24% (n = 330,000);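 active = activation factor of at least 2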; note: the source names both 10 and 20 µM as test concentration; values of inactives mirror those of a sister screen read the other way
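Assay system: mouse IAP enzyme; Reagent: CDP-Star chemiluminescent phosphatase substrate; Compound: DMSO-dissolved test compounds; Incubation: 30 min, room temperature; Technique: luminescence from enzymatic CDP-Star hydrolysis; Controls: DMSO-only wells and no-enzyme negative control.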
mIAP block – mouse IAP inhibition; purified mouse IAP, CDP-Star luminescence, 30 min; inhibition, % at 10 µM; actives 0.2% (n = 330,000); AID 2806;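 active = inhibition of at least 40% at 10 µM in the primary screen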;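 note: plate controls were DMSO with enzyme for no effect and no enzyme wells for full effect; values of inactives mirror those of a sister screen read the other way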
tim10-1 inh – inhibits growth of tim10-1 mutant yeast; S. cerevisiae tim10-1 ts strain growth, BacTiter-Glo, 24 h; inhibition, % at 20 µM; actives 2.2% (n = 330,000);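 active = inhibition of at least 40%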;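 note: mutant grown at 25 °C; 0% = DMSO wells with yeast and 100% = wells holding no yeast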
hIAP block – human IAP inhibition; P09923; AID 2544; actives 0.12% (n = 330,000); inhibition, % at 10 µM; purified IAP, CDP-Star luminescence, 30 min;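 active = inhibition reaching a set limit with compound at 10 µM in the primary screen, cut at about 35% in these data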;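 note: plate controls were DMSO wells with enzyme for no effect and no-enzyme buffer wells for full effect; values of inactives mirror those of a sister screen read the other way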
Target sequence (P09923 whole entry, looked up): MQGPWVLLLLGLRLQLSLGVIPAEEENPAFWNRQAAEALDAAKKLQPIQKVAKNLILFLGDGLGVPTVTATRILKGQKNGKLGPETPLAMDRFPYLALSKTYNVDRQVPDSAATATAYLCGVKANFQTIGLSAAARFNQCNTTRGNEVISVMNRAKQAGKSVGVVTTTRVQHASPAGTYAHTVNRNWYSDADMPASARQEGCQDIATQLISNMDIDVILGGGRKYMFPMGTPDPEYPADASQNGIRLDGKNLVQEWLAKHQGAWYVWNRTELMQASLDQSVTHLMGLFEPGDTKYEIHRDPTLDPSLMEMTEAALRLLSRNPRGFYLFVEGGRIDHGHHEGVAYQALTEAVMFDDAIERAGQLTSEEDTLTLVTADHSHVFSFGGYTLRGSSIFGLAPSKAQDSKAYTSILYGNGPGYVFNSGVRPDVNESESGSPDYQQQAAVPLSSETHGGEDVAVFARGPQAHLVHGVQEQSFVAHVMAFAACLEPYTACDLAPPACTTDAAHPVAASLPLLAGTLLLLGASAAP
TIM10 inh – inhibits growth of TIM10 yeast strain; AID 463195; inhibition, % at 10 µM; actives 1.4% (n = 330,000); S. cerevisiae TIM10 strain growth, BacTiter-Glo luminescence, 24 h;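 active = inhibition of 40% or more at the single tested concentration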;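 note: wild-type TIM10 isogenic control strain grown at permissive 25 °C; 0% = DMSO yeast wells and 100% = minimal medium wells without yeast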
APOBEC3A inh – human APOBEC3A DNA deaminase inhibition | inhibition, % at 20 µM | recombinant A3A, FAM/TAMRA ssDNA deamination fluorescence | P31941 | actives 0.41% (n = 330,000);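 active = at least 40% inhibition at 20 µM here, with at most 30% in a related deaminase screen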;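 note: plate controls were A3A with DMSO for no effect and wells lacking A3A enzyme for full effect; some results filed as inactive read as strong as hits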
Target sequence (P31941 whole entry, looked up): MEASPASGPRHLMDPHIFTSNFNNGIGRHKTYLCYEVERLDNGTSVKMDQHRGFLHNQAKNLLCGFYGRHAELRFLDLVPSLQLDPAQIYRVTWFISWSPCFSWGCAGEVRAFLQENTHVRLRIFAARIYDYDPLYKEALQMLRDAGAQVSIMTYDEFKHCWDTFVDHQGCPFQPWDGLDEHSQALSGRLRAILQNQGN
A3G deaminase – blocks human APOBEC3G single-stranded DNA deamination; inhibition, % at 20 µM; Q9HC16; actives 0.28% (n = 330,000); recombinant A3G, ssDNA deamination FAM/TAMRA fluorescence;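 active = inhibition of at least 40% at 20 µM, with no more than 30% in the related APOBEC3A deaminase screen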;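 note: plate controls were DMSO wells with A3G for no effect and wells lacking A3G enzyme for full effect; some compounds called inactive have numbers as strong as hits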
Target sequence (Q9HC16 whole entry, looked up): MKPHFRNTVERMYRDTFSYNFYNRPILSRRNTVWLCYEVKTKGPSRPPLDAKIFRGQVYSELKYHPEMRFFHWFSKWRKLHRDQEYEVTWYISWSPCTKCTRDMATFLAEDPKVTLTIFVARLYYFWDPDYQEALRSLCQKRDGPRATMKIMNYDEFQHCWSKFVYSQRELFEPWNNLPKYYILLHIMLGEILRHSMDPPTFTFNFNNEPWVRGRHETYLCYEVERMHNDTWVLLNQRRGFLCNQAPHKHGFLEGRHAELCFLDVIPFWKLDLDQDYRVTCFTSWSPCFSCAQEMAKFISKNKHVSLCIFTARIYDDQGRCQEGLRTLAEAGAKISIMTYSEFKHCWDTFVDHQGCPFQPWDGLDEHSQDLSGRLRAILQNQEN
* hit, by the source's call. Not a hit list; overall some 4.6% were active at least once.

SMILES	NALP3 yeast inh	MIN6 prolif	mIAP activ	mIAP block	tim10-1 inh	hIAP block	TIM10 inh	APOBEC3A inh	A3G deaminase
Cc1cc(C)cc(-n2cccc2/C=C2/C(=N)N3C(=NC2=O)SN=C3S(C)(=O)=O)c1	7.8	-3.0	0.826	17.4	24.2	16.4	18.4	-1.0	1.1
O=C(c1ccc(S(=O)(=O)N2CCOCC2)cc1)N(c1cccc(Cl)c1)C1C=CS(=O)(=O)C1 (stereo not drawn)	9.4	-0.3	1.05	-5.0	7.2	13.8	-11.6	2.2	5.2
CSc1cccc(NC(=O)/C=C/c2ccc(Cl)cc2)c1	34.1	-6.0	0.917	8.3	-5.1	5.5	16.8	-2.0	-6.4
COc1cc(/C=N/NC(=O)c2ccoc2C)cc(OC)c1OC	20.8	1.5	0.946	5.4	4.8	4.6	8.2	1.8	3.7
CC1OC(OC2C(CO)OC(OC3C(CO)OC(O)C(O)C3O)C(O)C2O)C(O)C(O)C1N[C@@H]1C=C(CO)[C@@H](O)C(O)[C@H]1O (stereo partly drawn)	12.2	0.3	0.998	0.2	-13.2	-11.1	3.4	2.6	-5.4
CCOC(=O)C1=C(C)Nc2nc(=S)[nH]n2C1c1ccc(Cl)cc1 (stereo not drawn)	36.1	-1.6	0.994	0.6	54.7*	-10.7	48.5*	0.8	27.8
Cc1ccc(C)c(NC(=O)Cc2nc(CCl)cs2)c1	-23.1	-0.2	0.978	2.2	27.1	4.4	23.3	1.3	-0.6
CCOc1ccc(Cc2nc(C)c(CC(=O)N3CCCCC3)c(=O)[nH]2)cc1	8.0	-3.6	0.883	11.7	0.9	5.8	1.0	-1.9	-5.1
COc1ccc(OC)c(NC(=O)Nc2ccc3[nH]ccc3c2)c1	11.5	0.5	1.22	-22.4	-11.5	-8.3	-19.7	-1.7	-6.2
CN1C(=O)C(O)(C2COC(C)(C)CC2=O)c2ccccc21 (stereo not drawn)	7.1	2.5	1.01	-0.8	-23.2	1.1	-11.6	-6.0	-9.0
Cc1cccc(OCC(=O)N2CCN(S(C)(=O)=O)CC2)c1	9.6	-2.8	0.873	12.7	8.5	9.0	-4.9	1.5	-2.6
CCCCn1c(SCC(=O)Nc2ccc3c(c2)OCO3)nc2c1c(=O)n(C)c(=O)n2C	11.3	-2.8	0.989	1.1	7.9	-2.3	-0.8	4.7	-2.2
Cc1ccc(S(=O)(=O)NNc2nnc(C)c(=O)[nH]2)cc1	9.2	-4.4	1.01	-1.1	5.8	-11.9	-0.8	3.9	1.8
CCOc1cc(/C=N/Nc2cc(C)nc3ccc(C)cc23)ccc1O	9.8	2.1	1.01	-1.2	39.6	-16.3	20.1	-8.0	3.7
NC(=O)COc1ccc2cc(-c3ccccc3)c(=O)oc2c1	21.9	-5.3	0.939	6.1	1.4	-17.4	5.9	-4.7	-1.8
CCC1CCCCN1C(=O)COc1c(Br)cc(Br)c2cccnc12 (stereo not drawn)	-6.4	3.6	1.03	-3.1	18.1	15.5	16.8	0.3	-8.5
CC(C)OCCCn1c(SCC(=O)N2CCc3ccccc32)nc2ccccc2c1=O	14.2	0.0	0.909	9.1	3.2	-14.0	7.5	-1.5	-7.9
COCCN1C(=O)/C(=C/c2ccc(N3CCCC3)cc2C)SC1=S	16.5	-1.7	0.754	24.6	39.9	25.1	22.3	-13.1	-25.6
CCSCc1nnc(SCC(=O)Nc2cc(F)ccc2C)n1C	-9.7	0.1	0.932	6.8	2.2	-0.4	6.7	34.0	1.7
CCc1ccccc1NC(=O)c1ccc(OCc2c(C)noc2C)cc1	9.3	-0.7	1.1	-10.5	21.5	-10.5	3.2	-0.1	-5.5
COc1ccc(NC(=O)c2ccccc2NC(=O)c2ccco2)cc1	9.8	-5.1	1.03	-2.7	0.6	6.2	7.4	-1.0	-8.4
COc1ccccc1-n1c(C)cc(/C=C2/C(=N)N3C(=NC2=O)SN=C3S(C)(=O)=O)c1C	13.2	-4.6	0.964	3.6	16.1	8.4	8.4	-5.3	-2.3
Cc1[nH]nc2c1C1(CCN(C(=O)c3ccccc3)CC1)C(C#N)=C(N)O2	-4.0	0.0	1.06	-5.9	6.8	1.2	4.5	-1.9	-0.2
Cc1ccc(-n2c(C)cc(C(=O)CN3CCOCC3)c2C)cc1C	18.7	-4.0	1.01	-1.1	5.0	-17.4	-1.9	-0.1	-3.0
Cc1ccc(C(c2nnnn2C2CCCC2)N2CCc3ccccc32)cc1 (stereo not drawn)	-16.6	1.9	1	-0.3	33.5	-1.0	39.0	-1.8	-5.6
CCOC(=O)/C(C(N)=NCCCO)=C(/O)c1ccccc1	17.0	-2.2	0.948	5.2	-3.4	4.9	2.9	-2.8	-5.5
COc1ccc(N2C(=O)C(CC(=O)Nc3ccccc3)N(Cc3ccc(OC)c(OC)c3)C2=O)cc1 (stereo not drawn)	-3.7	-1.8	0.974	2.6	10.6	-1.1	9.3	2.6	-5.7
O=C(COC(=O)Cc1ccc(Br)cc1)Nc1ccc(N2CCOCC2)cc1	10.9	-0.6	0.972	2.8	2.1	15.4	6.0	-1.8	-0.2
Cc1ccc(C(=O)NCCCN2CCOCC2)c(Cl)c1	19.8	-3.8	0.992	0.8	-23.3	-5.2	-16.5	0.7	-0.7
FC(F)(F)c1cccc(-c2nn[nH]n2)c1	-16.3	-1.1	0.99	1.0	0.4	-2.3	-15.9	-1.6	-4.9

Entries of single compounds as entered above:
`COc1ccc(NC(=O)c2ccccc2NC(=O)c2ccco2)cc1` is listed as NALP3 yeast inh: 9.8; MIN6 prolif: -5.1; mIAP activ: 1.03; mIAP block: -2.7; tim10-1 inh: 0.6; hIAP block: 6.2; TIM10 inh: 7.4; APOBEC3A inh: -1.0; A3G deaminase: -8.4
`CCc1ccccc1NC(=O)c1ccc(OCc2c(C)noc2C)cc1` is listed as NALP3 yeast inh: 9.3; MIN6 prolif: -0.7; mIAP activ: 1.1; mIAP block: -10.5; tim10-1 inh: 21.5; hIAP block: -10.5; TIM10 inh: 3.2; APOBEC3A inh: -0.1; A3G deaminase: -5.5

The list continues:
SMILES	NALP3 yeast inh	MIN6 prolif	mIAP activ	mIAP block	tim10-1 inh	hIAP block	TIM10 inh	APOBEC3A inh	A3G deaminase
COc1ccc(N(CC(=O)N2CCCCCC2)S(=O)(=O)c2ccccc2[N+](=O)[O-])c(OC)c1	18.2	1.8	0.893	10.7	12.2	2.1	4.1	49.9*	17.2
COc1ccccc1CC(=O)Nc1cc(S(=O)(=O)N2CCOCC2)ccc1N1CCOCC1	16.0	-1.2	0.939	6.1	-6.6	-8.9	4.3	-3.6	-7.7
CC(NC(=O)Nc1ccc(Cl)cc1)C1CCCO1 (stereo not drawn)	4.5	-3.5	1.11	-11.2	2.8	-7.5	-11.0	5.0	0.8
COc1ccc(Nc2nnc(SCC(=O)NC3CC3)s2)cc1	-9.1	-3.9	1.07	-6.6	20.3	13.6	14.3	3.7	-8.4
O=C(Nc1ccccc1)Nc1c(F)cccc1F	15.3	1.6	0.904	9.6	-13.1	-14.3	-12.2	-1.2	-6.4
Cn1c(SCC(=O)N2CCN(c3ccccc3)CC2)nnc1-c1ccccc1	16.0	-1.2	1.19	-19.3	19.2	11.3	9.5	-1.0	-2.8
CS(=O)(=O)N(CC(=O)N1CCN(c2ccc(F)cc2)CC1)c1ccc(F)c(Cl)c1	3.8	-0.2	1.01	-1.1	20.6	16.7	6.4	1.6	-5.1
C[n+]1ccc(C(=O)Nc2ccccc2Cl)cc1	12.2	3.6	0.894	10.6	-4.6	0.1	1.3	73.0*	14.5
CCCS(=O)(=O)NCCc1cc2ccc(OC)cc2[nH]c1=O	12.5	-3.6	1.09	-9.3	0.8	-19.3	2.4	-3.5	-11.0
CCCCNC(=O)C1CC(=O)N(CCc2ccccc2)C1 (stereo not drawn)	5.1	-0.6	0.968	3.2	-4.0	9.0	4.2	2.4	-3.4
CC(=O)c1sc(NC(=O)CN2C(=O)CCC2=O)nc1C	7.1	-1.4	0.987	1.3	-6.8	4.8	1.1	-2.0	-8.5
COc1ccc(/C=N/NC(=O)c2ccn[nH]2)cc1Cn1cc([N+](=O)[O-])cn1	-8.7	-3.2	1.06	-6.4	8.4	-66.7	0.2	-5.2	-12.4
CCC(C)Sc1cccc(-c2nc3ccccn3c2NCc2ccccc2)c1 (stereo not drawn)	6.3	-6.1	0.965	3.5	21.5	-4.1	26.7	-2.4	9.7
Nc1nnc(SCC(=O)NN2C(=O)NC3(CCCCC3)C2=O)s1	20.0	-2.9	0.99	1.0	13.6	-2.7	3.5	2.1	-6.5
CC1=C(C(=O)Nc2ccc(C(=O)N3CCN(c4cccc(Cl)c4)CC3)cc2)SCCO1	4.9	-6.3	0.949	5.1	27.9	27.0	30.2	-6.4	0.2
Cc1oc2cc3oc(=O)c(CCC(=O)NCCC(=O)O)c(C)c3cc2c1C	10.1	4.7	0.999	0.1	7.3	-4.1	8.7	-3.4	-5.4
O=C(Nc1ccnn1C1CCN(CC(O)CO)CC1)C1CCCC1 (stereo not drawn)	24.9	-2.6	0.903	9.7	-2.2	3.2	-2.8	1.2	-1.5
COc1cccc(/C=N/NC(=O)c2ccc(CN3c4cccc5cccc(c45)S3(=O)=O)cc2)c1	6.9	0.4	0.83	17.0	3.2	2.3	12.3	-0.6	-2.8
CCCCn1nc(C(=O)Nc2ccc3c(c2)OCCO3)c2ccccc2c1=O	27.8	2.9	0.902	9.8	12.3	-11.6	13.2	2.1	-0.6
CCOC(=O)N1CCN(C(=O)c2ccc3c(c2)N(Cc2cccc(Cl)c2)C(=O)c2ccccc2S3=O)CC1 (stereo not drawn)	-8.5	-0.5	0.976	2.4	14.7	1.6	3.5	3.2	7.3
Cc1oc2cc(OCC(=O)O)ccc2c(=O)c1Oc1ccccc1	-16.9	-3.5	1.01	-1.0	-3.8	-8.8	9.5	0.8	-2.6
Cc1occc1C(=O)N1CCN(S(=O)(=O)c2ccccc2)CC1	0.3	-1.6	1.01	-1.2	24.3	-26.3	10.5	-3.4	-7.4
CCOc1ccccc1CN1CCN(CC2CC2)CC1CCO (stereo not drawn)	5.0	-0.4	0.983	1.7	-20.6	-6.3	-0.1	-2.1	-9.2
O=C(Cn1cc2c(n1)CCCCC2)NCCCN1CCOCC1	14.6	2.2	1.04	-3.5	-5.1	-2.4	-2.4	-0.3	-4.5
Cc1ccc(NC(=O)C2CCN(S(=O)(=O)c3c(C)nn(C)c3C)CC2)c(Cl)c1	-4.4	-2.7	0.942	5.8	14.5	-13.9	-1.4	2.6	-1.8
COC(=O)c1ccc(COC(=O)c2nn(C)c(=O)c3ccccc23)cc1	19.3	-4.7	0.945	5.5	-12.5	3.8	-17.5	4.5	17.0
CCN(CC)CCSc1nc(O)c(C(C)C)c(=O)[nH]1	2.9	-1.2	1.01	-1.1	-4.1	-0.2	-2.1	-0.1	-3.6
COC(=O)c1cccc(N(CC(=O)NC2CCCC2)C(=O)CCC(=O)Nc2cc(C)on2)c1	11.1	0.0	0.998	0.2	-9.1	-9.4	3.5	4.4	-2.3
O=C(CNC(=O)c1ccc(=O)[nH]c1)Nc1ccc(F)c(F)c1	13.2	0.7	0.99	1.0	-3.3	-5.6	2.0	0.2	0.8
O=C(Nc1cc(C(F)(F)F)ccc1Cl)c1ccncc1	9.6	3.1	0.944	5.6	12.1	-8.2	-3.2	16.0	-2.3
CC(C)n1c(C(F)(F)F)nc2cc(C(=O)N3CCOCC3)ccc21	-5.0	0.4	1.04	-3.7	-10.5	-8.1	-11.0	-3.3	-3.9
Cc1cc2c(=O)n(NC(N)=O)c(C)nc2s1	10.0	-2.2	0.924	7.6	2.5	-13.8	7.9	-3.0	-8.4

Screening data as filed in PubChem.
